Bim-Mcl-1: human Bim-Mcl-1 interaction inhibition. Bead-based flow cytometry, Bim peptide-Mcl-1 binding. inhibition, % at 10 µM. actives 0.1% (n = 190,000). AID 1009;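 further: 0% = no compound tracer wells and 100% = peptide blocker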
Target sequence (Q07820 whole entry, looked up): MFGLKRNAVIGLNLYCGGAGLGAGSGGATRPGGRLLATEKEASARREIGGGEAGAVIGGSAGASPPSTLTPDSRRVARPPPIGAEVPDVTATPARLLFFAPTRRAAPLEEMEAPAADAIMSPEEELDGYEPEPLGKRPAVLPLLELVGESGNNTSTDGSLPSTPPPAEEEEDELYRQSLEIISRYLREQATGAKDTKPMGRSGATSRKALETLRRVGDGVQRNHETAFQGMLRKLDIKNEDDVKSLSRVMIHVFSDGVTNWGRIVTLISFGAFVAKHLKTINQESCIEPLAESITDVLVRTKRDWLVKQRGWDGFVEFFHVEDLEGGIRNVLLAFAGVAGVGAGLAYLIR
RGS4-Gao reg: modulates binding of RGS4 to human Galphao; P09471; Multiplexed bead flow cytometry; actives lie on both sides; binding response (% of control), % at 10 µM; actives 0.33% (n = 220,000); in the data active means binding response below about 49% or above about 150%; inactive means in between;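 further: fluorescent Galphao activated with aluminum fluoride binding bead-coupled RGS4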
Target sequence (P09471 whole entry, looked up): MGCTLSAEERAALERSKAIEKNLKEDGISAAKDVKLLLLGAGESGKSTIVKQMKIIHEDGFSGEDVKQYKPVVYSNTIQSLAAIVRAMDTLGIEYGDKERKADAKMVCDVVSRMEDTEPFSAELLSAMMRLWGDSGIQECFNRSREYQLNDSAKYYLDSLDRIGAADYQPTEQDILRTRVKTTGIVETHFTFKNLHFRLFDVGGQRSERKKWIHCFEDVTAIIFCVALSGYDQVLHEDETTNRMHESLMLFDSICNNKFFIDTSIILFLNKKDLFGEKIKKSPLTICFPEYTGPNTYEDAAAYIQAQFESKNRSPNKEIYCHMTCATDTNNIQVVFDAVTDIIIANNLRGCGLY
RGS8-Gao: regulators of human RGS8-Galphao interaction | P09471 | multiplexed bead flow cytometry, RGS8-Galphao binding; actives lie on both sides | response (percent of control binding), % at 10 µM | actives 0.34% (n = 220,000); in the data active means response below about 60% or above about 140%; inactive means in between;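 further: Galphao activated as the GDP aluminium fluoride complex binding bead-coupled RGS8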
Bim-Bcl-XL: disrupts Bim peptide binding to human Bcl-XL | Q07817 | bead flow cytometry, fluorescence | inhibition, % at 10 µM | actives 0.04% (n = 190,000)
Mcl1-Bid inh: Mcl-1/Bid interaction inhibition; Q07820; TR-FRET Mcl-1/Bid-Dy647 peptide binding, 1536-well; inhibition, % at 21.7 µM; actives 0.97% (n = 220,000);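 active means compounds that cut the binding signal by more than half at the single screening dose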;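 further: His-tagged Mcl-1 with europium anti-His antibody binding Bid BH3 peptide; 0% = Mcl-1 plus peptide wells and 100% = peptide-only wells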
Bim-Bfl-1: inhibitors of Bim-Bfl-1 interaction, human. Q16548. Bead-based flow cytometry, Bim-Bfl-1 binding inhibition. inhibition, % at 10 µM. actives 0.12% (n = 190,000). AID 1008;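 further: 0% = wells without compound plus tracer and 100% = blocker peptide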
Mcl1 Noxa PPI: disrupts binding of human Mcl-1 to Noxa peptide; TR-FRET Mcl-1/Noxa peptide binding, 2 h; inhibition, % at 21.7 µM; actives 1.5% (n = 220,000); AID 1022; Q07820;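 active means compounds that cut the protein-peptide binding signal by more than 50% relative to plate controls in a single-dose test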;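 further: His-tagged Mcl-1 with rhodamine Noxa BH3 peptide and terbium anti-His antibody; 0% = Mcl-1 plus Noxa peptide wells and 100% = peptide-only wells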
Bcl-2 Bim block: human Bim-Bcl-2 interaction inhibition | Bead-based flow cytometry, Bim peptide-Bcl-2 binding | inhibition, % at 10 µM | actives 0.06% (n = 190,000) | AID 950 | P10415; in the data active means inhibition above about 40%; inconclusive means no clear call, values can overlap the other calls;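 further: 0% = no compound wells with probe peptide and 100% = reference peptide inhibitor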
Bim-Bcl-B: inhibitors of Bim-Bcl-B interaction, human. Q9HD36. bead-based flow cytometry, Bim peptide-Bcl-B binding. inhibition, % at 10 µM. actives 0.073% (n = 190,000);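 further: 0% = tracer peptide without compound and 100% = reference inhibitor peptide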
Bcl-W Bim block: human Bim-Bcl-W interaction inhibition. bead-based flow cytometry, Bim peptide-Bcl-W binding. inhibition, % at 10 µM. actives 0.02% (n = 190,000);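 further: 0% = bound tracer without compound and 100% = peptide blocker; higher means less fluorescent Bim peptide bound to Bcl-W beads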
Target sequence (Q92843 whole entry, looked up): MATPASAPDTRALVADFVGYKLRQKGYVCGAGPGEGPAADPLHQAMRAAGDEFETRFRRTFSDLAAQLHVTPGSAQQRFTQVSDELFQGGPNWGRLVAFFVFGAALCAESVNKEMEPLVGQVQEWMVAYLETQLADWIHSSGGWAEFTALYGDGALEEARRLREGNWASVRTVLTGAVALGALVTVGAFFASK
RGS7-Gao reg: regulators of human RGS7-Galphao interaction; Multiplexed bead flow cytometry, RGS7-Galphao binding; actives lie on both sides; binding response (% of control), % at 10 µM; actives 0.35% (n = 220,000); in the data active means binding response below about 49% or above about 150%; inconclusive means no clear call, values can overlap the other calls; inactive means in between;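 further: fluorescent Galphao held in activated GDP-AlF4 state binding bead-coupled RGS7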
Active calls of the source: *. Unless noted, no stated cut-off is given here; in the data, active means inhibition above about 40%.

For Cc1ccc(C(C(=O)NC2CCCC2)N(C(=O)Cc2cccs2)c2ccc(C)c(C)c2)o1 (centres undefined) the results were Bim-Mcl-1 5.0, RGS4-Gao reg 92.2, RGS8-Gao 85.8, Bim-Bcl-XL 0.0, Mcl1-Bid inh -1.3, Bim-Bfl-1 3.0, Mcl1 Noxa PPI 9.8, Bcl-2 Bim block 4.0, Bim-Bcl-B 0.0, Bcl-W Bim block 3.0 and RGS7-Gao reg 90.5.
N#Cc1nc(-c2ccccc2F)oc1NCc1cccc2c1OCO2 was read as Bim-Mcl-1 0.0, RGS4-Gao reg 102.6, RGS8-Gao 104.0, Bim-Bcl-XL -3.0, Mcl1-Bid inh -17.0, Bim-Bfl-1 -1.0, Mcl1 Noxa PPI 15.0, Bcl-2 Bim block -1.0, Bim-Bcl-B -2.0, Bcl-W Bim block 0.0 and RGS7-Gao reg 106.8.
Screening O=c1c2sccc2n(Cc2cc(=O)n3ccccc3n2)c(=O)n1-c1ccccc1 returned Bim-Mcl-1 0.0, RGS4-Gao reg 103.5, RGS8-Gao 101.9, Bim-Bcl-XL -6.0, Mcl1-Bid inh -9.0, Bim-Bfl-1 -16.0, Mcl1 Noxa PPI 4.1, Bcl-2 Bim block -4.0, Bim-Bcl-B -7.0, Bcl-W Bim block -2.0 and RGS7-Gao reg 104.6.
O=S(=O)(Nc1cccc(S(=O)(=O)N2CCOCC2)c1)c1ccc2c(c1)OCCO2 was read as Bim-Mcl-1 0.0, RGS4-Gao reg 100.3, RGS8-Gao 100.4, Bim-Bcl-XL 0.0, Mcl1-Bid inh -23.8, Bim-Bfl-1 -4.0, Mcl1 Noxa PPI 7.2, Bcl-2 Bim block -4.0, Bim-Bcl-B -4.0, Bcl-W Bim block -1.0 and RGS7-Gao reg inconclusive.
`CCC(C)(C)NC(=O)CN(Cc1cccs1)C(=O)C(=O)Nc1ccc2c(c1)OCCO2` gave Bim-Mcl-1 -1.0, RGS4-Gao reg 100.2, RGS8-Gao 102.7, Bim-Bcl-XL -2.0, Mcl1-Bid inh -12.9, Bim-Bfl-1 -2.0, Mcl1 Noxa PPI 27.4, Bcl-2 Bim block 0.0, Bim-Bcl-B -2.0, Bcl-W Bim block 0.0 and RGS7-Gao reg 98.5.
Screening Cc1ccc(S(=O)(=O)c2cc3ccccc3nc2N)cc1 returned Bim-Mcl-1 0.0, RGS4-Gao reg 98.5, RGS8-Gao 99.6, Bim-Bcl-XL -3.0, Mcl1-Bid inh -9.7, Bim-Bfl-1 -3.0, Mcl1 Noxa PPI 6.9, Bcl-2 Bim block 0.0, Bim-Bcl-B -4.0, Bcl-W Bim block 0.0 and RGS7-Gao reg 101.6.
COc1ccccc1-n1c(C)nnc1SCC(=O)Nc1cccc(C(C)=O)c1 was read as Bim-Mcl-1 -4.0, RGS4-Gao reg 97.2, RGS8-Gao 101.3, Bim-Bcl-XL -3.0, Mcl1-Bid inh -4.5, Bim-Bfl-1 -3.0, Mcl1 Noxa PPI 3.5, Bcl-2 Bim block -1.0, Bim-Bcl-B -5.0, Bcl-W Bim block -5.0 and RGS7-Gao reg 98.5.
For COc1ccc(CC(=O)NCC2(N3CCCCC3)CCCCC2)cc1 the results were Bim-Mcl-1 -2.0, RGS4-Gao reg 100.9, RGS8-Gao 99.4, Bim-Bcl-XL -1.0, Mcl1-Bid inh -42.3, Bim-Bfl-1 4.0, Mcl1 Noxa PPI -3.4, Bcl-2 Bim block 4.0, Bim-Bcl-B 4.0, Bcl-W Bim block -4.0 and RGS7-Gao reg 134.1.
`O=C(N/N=C/c1ccc(Sc2ccccn2)o1)c1cccc([N+](=O)[O-])c1` gave Bim-Mcl-1 -20.0, RGS4-Gao reg 105.3, RGS8-Gao 98.0, Bim-Bcl-XL -10.0, Mcl1-Bid inh 2.0, Bim-Bfl-1 -1.0, Mcl1 Noxa PPI 5.5, Bcl-2 Bim block 0.0, Bim-Bcl-B -7.0, Bcl-W Bim block -7.0 and RGS7-Gao reg 105.5.
N#Cc1cc2c(nc1SCC(=O)NCc1ccc3c(c1)OCO3)CCCCC2 was read as Bim-Mcl-1 0.0, RGS4-Gao reg 99.9, RGS8-Gao 98.5, Bim-Bcl-XL -2.0, Mcl1-Bid inh -40.8, Bim-Bfl-1 -8.0, Mcl1 Noxa PPI -17.6, Bcl-2 Bim block -9.0, Bim-Bcl-B -7.0, Bcl-W Bim block 0.0 and RGS7-Gao reg 99.2.
Cc1nn(CC(=O)c2cccc(Cl)c2)c(C)c1[N+](=O)[O-] was read as Bim-Mcl-1 0.0, RGS4-Gao reg 102.2, RGS8-Gao 99.7, Bim-Bcl-XL 1.0, Mcl1-Bid inh -9.4, Bim-Bfl-1 -3.0, Mcl1 Noxa PPI -1.1, Bcl-2 Bim block 0.0, Bim-Bcl-B -1.0, Bcl-W Bim block -1.0 and RGS7-Gao reg 100.7.
Cc1ccccc1-n1ncc(C(C)NC(=O)c2ccco2)c1C (centres undefined) was read as Bim-Mcl-1 -1.0, RGS4-Gao reg 99.3, RGS8-Gao 96.4, Bim-Bcl-XL -1.0, Mcl1-Bid inh -28.2, Bim-Bfl-1 -2.0, Mcl1 Noxa PPI 5.4, Bcl-2 Bim block 0.0, Bim-Bcl-B -1.0, Bcl-W Bim block -1.0 and RGS7-Gao reg 102.2.
`C/C(=N/NC(=O)c1cccs1)c1ccc(NC(=O)COc2ccc(Cl)cc2)cc1` gave Bim-Mcl-1 0.0, RGS4-Gao reg 99.9, RGS8-Gao 98.5, Bim-Bcl-XL -3.0, Mcl1-Bid inh -1.8, Bim-Bfl-1 -13.0, Mcl1 Noxa PPI -2.4, Bcl-2 Bim block -8.0, Bim-Bcl-B -5.0, Bcl-W Bim block -1.0 and RGS7-Gao reg 98.6.
Cc1nnc(NC(=O)c2ccc3ccccc3n2)s1 was read as Bim-Mcl-1 2.0, RGS4-Gao reg 97.8, RGS8-Gao 98.5, Bim-Bcl-XL 2.0, Mcl1-Bid inh -12.2, Bim-Bfl-1 -9.0, Mcl1 Noxa PPI 0.6, Bcl-2 Bim block 0.0, Bim-Bcl-B 0.0, Bcl-W Bim block 2.0 and RGS7-Gao reg 97.8.
For Cc1cccc(N2C(=O)SC(N(C)c3ccccc3)C2=O)c1 (centres undefined) the results were Bim-Mcl-1 -2.0, RGS4-Gao reg 102.0, RGS8-Gao 102.8, Bim-Bcl-XL -4.0, Mcl1-Bid inh -12.2, Bim-Bfl-1 -17.0, Mcl1 Noxa PPI -4.9, Bcl-2 Bim block -10.0, Bim-Bcl-B -7.0, Bcl-W Bim block -1.0 and RGS7-Gao reg 103.8.
For CCC(CC)C(=O)Nc1ccc(Nc2ccccc2)cc1 the results were Bim-Mcl-1 2.0, RGS4-Gao reg 105.3, RGS8-Gao 101.8, Bim-Bcl-XL -7.0, Mcl1-Bid inh -46.5, Bim-Bfl-1 -2.0, Mcl1 Noxa PPI 16.1, Bcl-2 Bim block -2.0, Bim-Bcl-B -5.0, Bcl-W Bim block -4.0 and RGS7-Gao reg 102.1.
NC1CCN(c2c(F)cc3c(=O)c(C(=O)O)cn(C4CC4)c3c2Cl)C1 (centres undefined) was read as RGS4-Gao reg 91.9, RGS8-Gao 94.0, Mcl1-Bid inh 63.0*, Mcl1 Noxa PPI -36.8 and RGS7-Gao reg inconclusive.
`COc1ccc(Cl)cc1Nc1nc(C)cc(C)c1C(N)=O` gave Bim-Mcl-1 -2.0, RGS4-Gao reg 100.8, RGS8-Gao 104.9, Bim-Bcl-XL -5.0, Mcl1-Bid inh -8.0, Bim-Bfl-1 -2.0, Mcl1 Noxa PPI 0.3, Bcl-2 Bim block -4.0, Bim-Bcl-B -4.0, Bcl-W Bim block -2.0 and RGS7-Gao reg 102.8.
Screening Cc1ccc(Nc2cc(C)nc3nnnn23)cc1 returned Bim-Mcl-1 0.0, RGS4-Gao reg 115.0, RGS8-Gao 116.0, Bim-Bcl-XL -3.0, Mcl1-Bid inh -6.9, Bim-Bfl-1 2.0, Mcl1 Noxa PPI 29.9, Bcl-2 Bim block 1.0, Bim-Bcl-B 1.0, Bcl-W Bim block 0.0 and RGS7-Gao reg 117.4.
Cc1ccc(NC(=O)c2ccccc2OCc2ccc([N+](=O)[O-])cc2)nc1 was read as Bim-Mcl-1 0.0, RGS4-Gao reg 93.7, RGS8-Gao 97.0, Bim-Bcl-XL -2.0, Mcl1-Bid inh -6.3, Bim-Bfl-1 -3.0, Mcl1 Noxa PPI 1.3, Bcl-2 Bim block -2.0, Bim-Bcl-B -3.0, Bcl-W Bim block -4.0 and RGS7-Gao reg 88.5.
`Cc1c(Nc2cc(=O)oc3ccccc23)c(=O)n(-c2ccccc2)n1C` gave Bim-Mcl-1 5.0, RGS4-Gao reg 96.4, RGS8-Gao 98.8, Bim-Bcl-XL -1.0, Mcl1-Bid inh -33.2, Bim-Bfl-1 -7.0, Mcl1 Noxa PPI -1.2, Bcl-2 Bim block -3.0, Bim-Bcl-B -4.0, Bcl-W Bim block 6.0 and RGS7-Gao reg 92.6.
For CCN1CCN(c2ccc(NC(=O)c3cnccn3)cc2)CC1 the results were Bim-Mcl-1 -2.0, RGS4-Gao reg 101.0, RGS8-Gao 103.2, Bim-Bcl-XL -6.0, Mcl1-Bid inh -12.7, Bim-Bfl-1 -10.0, Mcl1 Noxa PPI 1.1, Bcl-2 Bim block -3.0, Bim-Bcl-B -9.0, Bcl-W Bim block -3.0 and RGS7-Gao reg 98.5.
Screening CCCCCCn1c(SCC(=O)c2ccccc2)nc2c1c(=O)[nH]c(=O)n2C returned Bim-Mcl-1 0.0, RGS4-Gao reg 99.7, RGS8-Gao 103.4, Bim-Bcl-XL 2.0, Mcl1-Bid inh -12.5, Bim-Bfl-1 -5.0, Mcl1 Noxa PPI -4.0, Bcl-2 Bim block -5.0, Bim-Bcl-B -2.0, Bcl-W Bim block 0.0 and RGS7-Gao reg 99.9.
For COc1ccc(NC(=O)c2oc3ccc(S(=O)(=O)N4CCOCC4)cc3c2C)cc1 the results were Bim-Mcl-1 0.0, RGS4-Gao reg 104.3, RGS8-Gao 105.0, Bim-Bcl-XL 0.0, Mcl1-Bid inh 3.3, Bim-Bfl-1 -2.0, Mcl1 Noxa PPI -6.2, Bcl-2 Bim block -6.0, Bim-Bcl-B -3.0, Bcl-W Bim block 0.0 and RGS7-Gao reg 106.1.
`O=c1cc(CO)oc(CN2CCN(Cc3ccccc3)CC2)c1O` gave Bim-Mcl-1 -3.0, RGS4-Gao reg 97.7, RGS8-Gao 102.1, Bim-Bcl-XL -8.0, Mcl1-Bid inh -11.0, Bim-Bfl-1 -17.0, Mcl1 Noxa PPI 8.9, Bcl-2 Bim block -9.0, Bim-Bcl-B -10.0, Bcl-W Bim block -3.0 and RGS7-Gao reg 93.3.

Screening results from PubChem.
